# STK33 inh – inhibitors of purified STK33 kinase, primary screen, biochemical, ADP-Glo luminescence, homogeneous, cell-free | Serine/threonine-protein kinase 33 (Homo sapiens), Q9BYT3 | MBP phosphorylation | inhibition, % at 10 µM | actives 0.073% (n = 320,000) | AID 2661, 2010;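 active = inhibition at or above 25%, using the most active replicate where run in duplicate; inactive = inhibition below 25%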
# Target sequence (Q9BYT3 whole entry, looked up): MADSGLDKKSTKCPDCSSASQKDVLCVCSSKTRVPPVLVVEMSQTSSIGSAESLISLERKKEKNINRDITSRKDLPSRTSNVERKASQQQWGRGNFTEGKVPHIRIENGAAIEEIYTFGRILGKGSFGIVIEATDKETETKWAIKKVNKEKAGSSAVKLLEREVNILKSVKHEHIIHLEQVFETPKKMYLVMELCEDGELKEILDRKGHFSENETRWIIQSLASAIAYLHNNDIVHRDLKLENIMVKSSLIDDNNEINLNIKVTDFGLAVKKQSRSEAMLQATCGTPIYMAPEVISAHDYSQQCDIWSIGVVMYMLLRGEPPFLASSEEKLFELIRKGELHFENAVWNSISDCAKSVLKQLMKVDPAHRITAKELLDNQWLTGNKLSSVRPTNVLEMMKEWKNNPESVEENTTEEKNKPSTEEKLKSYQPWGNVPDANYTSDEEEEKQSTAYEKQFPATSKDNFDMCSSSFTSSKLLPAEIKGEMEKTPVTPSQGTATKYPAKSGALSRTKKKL
# Kir21 inh – inhibitors of mouse Kir2.1 inward-rectifier potassium channel; HEK293-Kir2.1, FluxOR thallium flux fluorescence; hits give low values; actives 0.85% (n = 310,000); B-score at 10 µM;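 active = fluorescence ratio B-score at or below minus 3 SD of library scores, with starting-brightness B-score within 2 SD, cut at about -4.2 in these data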;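 also: channel flux triggered by added potassium and thallium sulfate stimulus; B-score of peak minus minimum fluorescence over baseline after thallium stimulus; more negative B-score means stronger Kir2.1 block with less thallium influx; some compounds called inactive have numbers as strong as hits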
# Target sequence (P35561 whole entry, looked up): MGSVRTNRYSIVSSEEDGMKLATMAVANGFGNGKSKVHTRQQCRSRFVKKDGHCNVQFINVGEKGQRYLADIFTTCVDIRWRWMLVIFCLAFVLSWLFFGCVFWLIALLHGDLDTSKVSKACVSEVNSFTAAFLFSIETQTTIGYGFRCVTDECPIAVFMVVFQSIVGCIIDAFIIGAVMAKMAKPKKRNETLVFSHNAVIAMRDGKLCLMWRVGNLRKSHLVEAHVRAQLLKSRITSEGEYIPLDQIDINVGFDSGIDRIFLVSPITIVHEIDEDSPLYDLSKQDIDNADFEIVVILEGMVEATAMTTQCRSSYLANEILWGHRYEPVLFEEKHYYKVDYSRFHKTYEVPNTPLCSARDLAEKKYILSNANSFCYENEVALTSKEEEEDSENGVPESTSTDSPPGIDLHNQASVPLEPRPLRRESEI
# KCNQ2 block – KCNQ2 potassium channel inhibitors, primary screen, cell-based, CHO-K1, FluxOR thallium flux, B-score (AID 2156); 20 min; hits give low values; B-score at 10 µM; Potassium voltage-gated channel subfamily KQT member 2 (Rattus norvegicus), O88943; actives 1.1% (n = 310,000);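 active = fluorescence ratio B-score at most minus 3 library SDs, with starting brightness B-score within 2 library SDs, cut at about -5.5 in these data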
# Active calls of the source: *; i = inactive; · = not tested or not shown.
SMILES,STK33 inh,Kir21 inh,KCNQ2 block
Cc1nn(C)c(C)c1CN(C)C(=O)c1cc2n(n1)C(C(F)(F)F)CC(c1cccs1)N2 (stereo not given),0.6,0.14,i
Cc1ccc(NC(=O)COC(=O)c2ccccc2-c2nc3ccccc3s2)c(C)c1,0.5,1.35,i
CC(C)(O)C#Cc1ccc([C@@H]2C[C@H]3CN(c4ccccc4)C(=O)[C@]34CCCN24)s1,-0.7,-1.4,i
CC(C)n1nnnc1SCC(=O)Nc1ccccc1F,-0.8,0.35,i
O=C(NC(=S)Nc1ccc2oc(=O)ccc2c1)c1cccc(F)c1,1.4,-1.16,i
CC(C)(C)C(=O)NCCCc1ccccc1,-2.2,0.4,i
COc1cc(-c2nnc(SCC(=O)N3CCCC3)o2)cc(OC)c1OC,0.4,0.68,i
COc1ccc2[nH]c3c(=O)n(N)c(C)nc3c2c1,0.8,-0.78,i
CCOC(=O)c1sc(NC(=O)C(C)(C)C)cc1C,-0.4,0.36,i
CSc1nnc(-c2ccc(S(=O)(=O)N3CCOCC3)cc2)n1CC1CCCO1 (stereo not given),-1.8,0.8,i
COc1ccc(OC)c(N(CC(=O)N2CCC(C)CC2)S(=O)(=O)c2ccc(OC)c(OC)c2)c1,-1.5,2.04,i
COc1ccccc1N1CCN(S(=O)(=O)c2ccc3c(c2)oc(=O)n3C)CC1,2.4,-3.2,i
Cc1cccc2nc(-c3ccccc3)nc(N[C@@H](CO)c3ccccc3)c12,-0.2,-0.53,i
CN1CCN(C(=O)C2=C[C@H](c3ccc(C(F)(F)F)cc3)C[C@H](OCc3ccc(CO)cc3)O2)CC1,-0.9,-1.05,i
O=C(NNC(=O)c1sc2cccc(Cl)c2c1Cl)NC1CCCCC1,-0.1,-2.88,i
Cc1ccc(NC(=O)c2ccc3c(c2)OCCO3)cc1S(=O)(=O)Nc1cccc(Cl)c1,-1.1,0,i
CC(C)c1ccc(OCC(=O)Nc2cccc(C(=O)Nc3ccccc3C(=O)O)c2)cc1,-1.7,-0.68,i
CCOC(=O)c1c(C)n(C)c2ccc(OCC(O)CNC(CC)CO)cc12 (stereo not given),3.0,-0.5,i
Cn1c(=O)c2c(nc(NC(Cc3ccccc3)C(=O)O)n2Cc2ccccc2)n(C)c1=O (stereo not given),0.1,-0.1,i
CCNc1ccc(C(=O)OCC(=O)NC(C)c2ccccc2)cc1[N+](=O)[O-] (stereo not given),-0.2,0.07,i
Cn1c(SCC(=O)N2CCCC2=O)nc2ccccc21,-0.7,-2.06,i
COc1c2c(c(C)c3c1C(=O)OC3)O[C@@]1(C)CC[C@@]3(O)C(C)(C)OC(=O)CC[C@]3(C)[C@H]1C2,-0.8,0.03,i
CCOC(=O)/C=c1\s/c(=C\c2ccc(C#N)cc2)c(=O)n1CC(=O)NCc1ccco1,-0.8,-0.18,i
Cc1ccccc1N(Cc1nnc2n1CCCCC2)C(=O)Nc1ccccc1,-1.5,-1.02,i

# As a short view, part of the list above.
SMILES,STK33 inh,Kir21 inh,KCNQ2 block
COc1ccccc1N1CCN(S(=O)(=O)c2ccc3c(c2)oc(=O)n3C)CC1,2.4,-3.2,i
Cc1cccc2nc(-c3ccccc3)nc(N[C@@H](CO)c3ccccc3)c12,-0.2,-0.53,i
CN1CCN(C(=O)C2=C[C@H](c3ccc(C(F)(F)F)cc3)C[C@H](OCc3ccc(CO)cc3)O2)CC1,-0.9,-1.05,i
O=C(NNC(=O)c1sc2cccc(Cl)c2c1Cl)NC1CCCCC1,-0.1,-2.88,i
Cc1ccc(NC(=O)c2ccc3c(c2)OCCO3)cc1S(=O)(=O)Nc1cccc(Cl)c1,-1.1,0,i
CC(C)c1ccc(OCC(=O)Nc2cccc(C(=O)Nc3ccccc3C(=O)O)c2)cc1,-1.7,-0.68,i
CCOC(=O)c1c(C)n(C)c2ccc(OCC(O)CNC(CC)CO)cc12 (stereo not given),3.0,-0.5,i

# Additional structures:
SMILES,STK33 inh,Kir21 inh,KCNQ2 block
O=C(Nc1ccccc1F)c1ccc2ncsc2c1,0.9,1.79,i
Cc1ccc(-c2cc3nc4c(c(=O)n3[nH]2)CCCC4)cc1,0.7,0.24,i
Cc1ccc(C(=O)Nc2ccon2)cc1S(=O)(=O)N1CCCCCC1,-0.1,0.24,i
COCC(=O)Nc1cc(C(=O)Nc2ccccc2)ccc1Cl,0.3,0.26,i
COc1ccc(N(CC(=O)NCCSCc2ccccc2Cl)S(C)(=O)=O)cc1Cl,0.1,-0.03,i
CC(=O)Nc1ccc(NC(=O)c2cc(C)nn2-c2ccccc2)cc1,-1.1,-0.96,i
CCOc1cc(/C=C2/SC(=S)N(C)C2=O)ccc1Oc1ccc([N+](=O)[O-])cc1[N+](=O)[O-],-2.7,-0.08,i
COc1ccc(Cl)cc1NC(=S)N1CCCCCC1,-0.5,1.06,i
COc1ccccc1CC(=O)O/N=C(\N)c1cccc([N+](=O)[O-])c1,7.0,-0.04,i
CCCc1nc2sc(C(=O)OCC)c(N)c2c2c1COC(C)(C)C2,-1.8,-0.89,i
CCC1CCCCN1S(=O)(=O)c1ccc(NC(=O)c2cccs2)cc1 (stereo not given),-1.2,1.65,i
CCC(=O)Nc1cc(-c2nc3ncccc3o2)ccc1Cl,1.7,0.64,i
COc1ccc(CCNC(=O)NCCc2c[nH]c3ccccc23)cc1OC,-0.4,-0.18,i
CCCc1nnc(NC(=O)CCCN2C(=O)c3ccccc3C2=O)s1,-2.5,-0.21,i
Cc1ccccc1S(=O)(=O)c1cc(C#N)c(=O)[nH]c1N,-2.0,0.72,i
Cc1ccc(NC(=O)C/C(N)=N/OC(=O)c2ccccc2)cc1,·,0.12,i
COc1ccc(S(=O)(=O)Nc2ccc(S(=O)(=O)N3CCCCC3)cc2)cc1OC,-0.7,-1.68,i
CCOc1ccc(C(=O)Nc2c3c(nn2C(C)(C)C)CSC3)cc1OCC,0.1,-0.43,i
CC(=C1C(=O)c2ccccc2C1=O)N1CCN(c2ccc(F)cc2)CC1,-0.5,-0.02,i
COc1cc2c(cc1NC(=O)c1ccc(C(C)(C)C)cc1)CCCC2,0.2,0.72,-7.22*
COc1ccc(NC(=O)CCNS(=O)(=O)c2cc(Br)ccc2Br)cc1S(N)(=O)=O,-1.5,1.32,i
Cc1ccc(SCC(=O)OCC(=O)N(C)CC(=O)Nc2ccc(F)cc2)cc1C,0.3,0.7,i
CC(C)C(NC(=O)CN1C(=O)c2ccccc2C1=O)c1ccccc1 (stereo not given),-1.2,-1.33,i
CC(OC(=O)CCc1nc2ccccc2[nH]c1=O)c1ccccc1 (stereo not given),0.4,-0.52,i
CCC(C(=O)Nc1ccccc1)c1ccccc1 (stereo not given),-0.1,-0.73,i
CC1(C)C(=O)OC(c2ccccc2)C(C)(C)C1=O (stereo not given),-1.3,-0.2,i
O=C(CCN1C(=O)/C(=C/c2ccc(F)cc2)SC1=S)Nc1cccnc1,-0.7,0.64,i
O=C(CSc1ncnc2scc(-c3ccccc3)c12)N1CCN(c2ccccc2F)CC1,0.7,-2.06,-6.19*
Cc1cc(NC(=O)CSc2nc3c(sc4ccccc43)c(=O)n2CCc2ccccc2)n[nH]1,-1.6,0.35,i
CC1Cc2cc(S(=O)(=O)N3CCN(c4ccc(Cl)cc4)CC3)ccc2N1C(=O)C1CC1 (stereo not given),0.6,0.96,i
CC(=O)c1cc(-c2ccc(F)cc2)n(CCC(=O)NC(C)(C)C)c1C,-0.6,1.05,i
O=c1[nH]c(C2CCCCC2)nc2ccccc12,0.2,-0.26,i
COc1ccc(OC)c(C2C(C#N)=C(N)N(N(C)C)C3=C2C(=O)CC(C)(C)C3)c1 (stereo not given),0.4,-0.51,i
CCC1CCCCN1CCCn1c(=S)[nH]c2ccccc2c1=O (stereo not given),-0.9,-0.19,i
Cc1ccc(N2C(=O)CC(Sc3nc4ccccc4o3)C2=O)cc1Cl (stereo not given),0.3,1.29,i
COc1cc(NC(=O)C2CCN(S(=O)(=O)c3cccs3)CC2)cc(OC)c1,-0.5,0.03,i
Cc1ccc2oc(Nc3nc(C)cc(C)n3)nc2c1,-1.9,0.2,i
CS(=O)(=O)c1ccc(Cl)c(NC(=O)COC(=O)CCc2c[nH]c3ccccc23)c1,-1.5,0.16,i
Cc1cc2ccccn2c1C(=O)c1cc([N+](=O)[O-])cc([N+](=O)[O-])c1,-1.4,-0.31,i
O=C(Cc1ccccc1)Nc1cccc(N2CCCC2)c1,2.0,-1.06,i
CC(C)(C)C(=O)Cn1c(=O)n(CC2CCCO2)c(=O)c2ccccc21 (stereo not given),-1.5,1.01,i
CCc1nc(NC(C)(C)C)c2cnn(-c3ccccc3)c2n1,-0.2,0.37,i
O=C(O)c1ccc(N=c2oc3cc(O)ccc3cc2C(=O)NCc2ccccc2)cc1,4.3,-1,i
Cc1ccc(NC(=O)Nc2ccc(S(N)(=O)=O)cc2)cc1,1.9,-0.14,i
COc1ccc(Br)cc1CNC(=O)Nc1cccs1,-1.6,-0.4,i
Cc1c(C)c2ccc(OCC(=O)NCCN3CCOCC3)c(C)c2oc1=O,0.4,0.17,i
O=C(N/N=C/c1ccc(Br)o1)c1cncc(Br)c1,1.0,-0.79,i
O=C(COc1ccc2ccc(=O)oc2c1)c1ccccc1,-0.7,2.59,i
CN(C)Cc1c(O)ccc2[nH]cnc12,1.6,0.94,i
CCN(CC)S(=O)(=O)c1ccc2c(c1)nc(CCC(=O)OCc1c(C)noc1C)n2C,-0.9,-2.16,i
O=C(NCc1ccncc1)C(=O)NCC1OCCN1S(=O)(=O)c1cc(F)ccc1F (stereo not given),-0.9,0.31,i
O=C(N/N=C1\CC2CC=CC12)c1ccc(Br)cc1 (stereo not given),-0.6,-0.28,i
COc1cc(/C=N/O)cc(Br)c1OCc1cccc(Cl)c1,0.2,-0.84,i
CC(C)(C)NC(=O)C(c1ccccc1)N(C(=O)c1csnn1)C1CC1 (stereo not given),-1.2,0.83,i
CCOC(=O)N/N=C/c1c[nH]c2ccccc12,-3.3,0.8,i
CCOC(=O)c1c(C)[nH]c(C)c1C(=O)COC(=O)[C@@H](NC(=O)c1ccccc1OCC)C(C)C,-0.9,0.14,i
O=C(NC(Cc1ccccc1)C(=O)O)C1CCN(S(=O)(=O)c2cccc(C(F)(F)F)c2)CC1 (stereo not given),0.1,1.18,i
O=c1c(-c2ccc(Oc3ccccc3)cc2)[n+]([O-])c2ccccc2n1OCc1ccccn1,-2.2,0.05,i
CN(CC(=O)NC1CCCCCC1)S(=O)(=O)c1ccc(F)cc1,0.4,1.29,i
O=C(O/N=C/c1ccc2c(c1)OCO2)c1ccc([N+](=O)[O-])cc1,-0.3,-0.19,i

# Some of these compounds in order of their number in STK33 inh, rising.
SMILES,STK33 inh,Kir21 inh,KCNQ2 block
CCOC(=O)N/N=C/c1c[nH]c2ccccc12,-3.3,0.8,i
CCOC(=O)c1c(C)[nH]c(C)c1C(=O)COC(=O)[C@@H](NC(=O)c1ccccc1OCC)C(C)C,-0.9,0.14,i
O=C(N/N=C1\CC2CC=CC12)c1ccc(Br)cc1 (stereo not given),-0.6,-0.28,i
O=C(NC(Cc1ccccc1)C(=O)O)C1CCN(S(=O)(=O)c2cccc(C(F)(F)F)c2)CC1 (stereo not given),0.1,1.18,i
CN(C)Cc1c(O)ccc2[nH]cnc12,1.6,0.94,i

# Additional records.
SMILES,STK33 inh,Kir21 inh,KCNQ2 block
COCc1[nH][nH]c(=O)c1C=Nc1ccc(Cl)cc1,-0.4,-0.02,i
N#CC1(c2c(O)nc3n(c2=O)CCCS3)CCCCC1,0.6,0.82,i
COc1ccc(NS(=O)(=O)NC(=O)c2c(C)n(C)c3ccccc23)cc1,0.3,-0.01,i
Cc1ccc(N(C)C(=O)C2CCN(S(=O)(=O)c3ccc4c(c3)oc(=O)n4C)CC2)cc1,-0.1,1.31,i
Cc1ccc(S(=O)(=O)N(C)CC(=O)OCC(=O)Nc2ccccc2)cc1,0.8,0.55,i
O=C(N/N=C\c1ccc(-c2ccc([N+](=O)[O-])cc2)o1)c1ccc2c(c1)OCO2,-0.1,-0.26,i
Cc1ccc(C)c(N(CC(=O)NC2CCCC2)C(=O)c2cc3cc4cccc(C)c4nc3s2)c1,-3.0,-1.97,i
Cc1ccccc1NC1=C(Cl)C(=O)N(C2CCCCC2)C1=O,-2.6,-1.55,i
COc1ccc(C(=O)Nc2ccc(C3(C#N)CCCC3)cc2)cc1OC,0.4,0.07,i
CC(C)(C)c1cc(-n2ccnc2)n2ncc(-c3ccc(Cl)cc3)c2n1,-2.1,0.52,i
COc1ccccc1OCC(=O)NN=C(Cc1ccccc1)Cc1ccccc1,-2.5,-0.05,-6.72*
Cc1cccc(/C=N/n2c(-c3ccccc3)n[nH]c2=S)c1O,-1.6,0.64,i
NC(=O)CC(NC(=O)Cc1ccc(Cl)cc1)c1ccc(N2CCC(Cc3ccccc3)CC2)c([N+](=O)[O-])c1 (stereo not given),0.8,0.96,i
CC(C)(C)NC(=O)CSc1nnc(NC(=O)CCn2cnc3ccccc3c2=O)s1,0.0,0.54,i
Cc1c(C#N)c2ccccc2n1CC(=O)NCCc1c[nH]c2ccccc12,-0.9,-0.29,i
N#Cc1nc(COc2ccc(Br)cc2)oc1N1CCCCCC1,1.0,0.33,i
CCOC(=O)c1ccccc1NC(=O)COC(=O)C1CC(=O)N(c2ccc3c(c2)OCCO3)C1 (stereo not given),1.8,1.11,i
NC(=O)CSc1nnc(-c2ccccc2Br)n1-c1cccc(C(F)(F)F)c1,0.0,0.35,i
Cc1ccc(C(=O)COC(=O)C(C)N2C(=O)C3C4CCC(C4)C3C2=O)cc1C (stereo not given),-1.4,-1.38,i
CCOc1ccc(NC(=O)C[n+]2ccc(N(C)C)cc2)cc1,-1.0,-0.22,i

# Assay outcomes (PubChem BioAssay)
